T cruzi HTS – intracellular Trypanosoma cruzi inhibition | 22,000 tested, 4.9% active | activity score (inhibition), % at 5.01 µM | intracellular Trypanosoma cruzi in host cells, plate reader; in the data active = activity score above about 55%;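 also: parasites and compound incubated about four days before reading; 0% = median of neutral control wells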
INS-1E ATP HTS – preserves ATP levels in cytokine-treated INS-1E cells. INS-1E cytokine-induced death, ATP luminescence, 48 h; normalised: neutral wells 0, positive control 100. protection from cytokine-induced ATP loss, % at 10 µM. 20,000 tested, 0.1% active;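 active = mean replicate protection from cytokine-induced ATP loss at least 50% and at least 75% of replicates each reaching 50%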
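assay system = INS-1E rat insulinoma cells | amount = 8000 cells per well | medium = phenol-red-free RPMI with 5% fetal bovine serum | doses = one compound concentration, pin transfer | timing = 48 h cytokine plus compound treatment, 10 min reagent incubation | also added = IL-1β, TNF-α and IFN-γ cytokine mix | signal = CellTiter-Glo luminescence measuring cellular ATP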
* = called active by the depositor. These rows are one share of the data, so the mix of outcomes need not match the whole.

How did Cc1noc(C)c1NC(=O)N(C)C[C@H]1Oc2c(NC(=O)NC3CCCCC3)cccc2C(=O)N([C@@H](C)CO)C[C@@H]1C do in these assays?
T cruzi HTS: -13; INS-1E ATP HTS: 11

How did C[C@H](CO)N1C[C@H](C)[C@H](CN(C)CC2CCCCC2)Oc2c(NC(=O)Nc3ccc(C(F)(F)F)cc3)cccc2C1=O do in these assays?
T cruzi HTS: 56*; INS-1E ATP HTS: -82

Results for CNC[C@@H]1OCCCC[C@@H](C)Oc2ccc(NS(=O)(=O)c3cccs3)cc2C(=O)N([C@H](C)CO)C[C@@H]1C ?
T cruzi HTS: -4; INS-1E ATP HTS: 5

Results for C[C@H]1CN([C@@H](C)CO)C(=O)Cc2cc(NC(=O)Cc3ccccc3)ccc2O[C@H]1CN(C)C(=O)Nc1cccc2ccccc12 ?
T cruzi HTS: -10; INS-1E ATP HTS: 1

Results for Cc1noc(C)c1NC(=O)Nc1cccc2c1O[C@H](CN(C)C(=O)Nc1c(C)noc1C)[C@@H](C)CN([C@H](C)CO)C2=O ?
T cruzi HTS: -17; INS-1E ATP HTS: 6

Results for O=C(NO)c1cccc(C(=O)N/N=C/c2ccc(Br)o2)c1 ?
T cruzi HTS: -18; INS-1E ATP HTS: -5

How did Cc1noc(C)c1NC(=O)Nc1ccc2c(c1)CC(=O)N([C@@H](C)CO)C[C@H](C)[C@H](CN(C)CC1CC1)O2 do in these assays?
T cruzi HTS: -18; INS-1E ATP HTS: 7

How did COc1ccc(CN(C)C[C@H]2Oc3c(NS(C)(=O)=O)cccc3C(=O)N([C@@H](C)CO)C[C@@H]2C)cc1 do in these assays?
T cruzi HTS: -3; INS-1E ATP HTS: 6

Results for Cc1noc(C)c1NC(=O)Nc1ccc2c(c1)CC(=O)N([C@H](C)CO)C[C@@H](C)[C@@H](CN(C)Cc1ccccc1)O2 ?
T cruzi HTS: -3; INS-1E ATP HTS: -1

What do the screens show for `CC(C)COC(=O)N(C)C[C@H]1OCc2cnnn2CCCC(=O)N([C@@H](C)CO)C[C@H]1C`?
T cruzi HTS: -14

What do the screens show for `C[C@H]1CN([C@@H](C)CO)C(=O)c2cc(NC(=O)Nc3ccc(C(F)(F)F)cc3)ccc2O[C@@H]1CN(C)C(=O)Nc1ccccc1`?
T cruzi HTS: 1; INS-1E ATP HTS: -1

Results for CC(C)NC(=O)Nc1cccc2c1O[C@@H](CN(C)S(=O)(=O)c1ccc(Cl)cc1)[C@@H](C)CN([C@H](C)CO)C2=O ?
T cruzi HTS: -9; INS-1E ATP HTS: 7

Results for Cc1ccc(S(=O)(=O)Nc2cccc3c2O[C@@H](CN(C)C(=O)Nc2c(C)noc2C)[C@@H](C)CN([C@@H](C)CO)C3=O)cc1 ?
T cruzi HTS: -3; INS-1E ATP HTS: 6

How did COc1ccc(S(=O)(=O)N(C)C[C@@H]2Oc3c(NC(=O)C4CC4)cccc3C(=O)N([C@@H](C)CO)C[C@@H]2C)cc1 do in these assays?
T cruzi HTS: -11; INS-1E ATP HTS: 7

Results for C[C@H](CO)N1C[C@H](C)[C@H](CN(C)S(=O)(=O)c2ccccc2)Oc2c(NS(=O)(=O)c3cccs3)cccc2C1=O ?
T cruzi HTS: -2; INS-1E ATP HTS: -5

What do the screens show for `Cc1noc(C)c1NC(=O)Nc1ccc2c(c1)C(=O)N([C@H](C)CO)C[C@H](C)[C@@H](CN(C)Cc1ccc(C(F)(F)F)cc1)O2`?
T cruzi HTS: -7; INS-1E ATP HTS: -4

How did C[C@@H]1CCCCO[C@@H](CN(C)C(=O)CCCN(C)C)[C@@H](C)CN([C@H](C)CO)C(=O)c2cc(NC(=O)CCCN(C)C)ccc2O1 do in these assays?
T cruzi HTS: -20; INS-1E ATP HTS: 4

What do the screens show for `C[C@@H]1CN([C@H](C)CO)C(=O)c2cc(NS(=O)(=O)c3ccccc3)ccc2O[C@@H]1CN(C)Cc1ccc(Cl)c(Cl)c1`?
T cruzi HTS: -8; INS-1E ATP HTS: -2

Results for COc1ccc(S(=O)(=O)Nc2ccc3c(c2)C(=O)N([C@@H](C)CO)C[C@H](C)[C@@H](CN(C)S(=O)(=O)c2cccs2)O3)cc1 ?
T cruzi HTS: 23; INS-1E ATP HTS: 12

Results for C[C@H]1CN([C@@H](C)CO)C(=O)c2cc(NC(=O)Nc3ccc4c(c3)OCO4)ccc2O[C@H]1CN(C)C(=O)Nc1ccc(F)cc1 ?
T cruzi HTS: -8; INS-1E ATP HTS: -4

Continued; the last 5 above are carried over.
What do the screens show for `Cc1noc(C)c1NC(=O)Nc1ccc2c(c1)C(=O)N([C@H](C)CO)C[C@H](C)[C@@H](CN(C)Cc1ccc(C(F)(F)F)cc1)O2`?
T cruzi HTS: -7; INS-1E ATP HTS: -4

How did C[C@@H]1CCCCO[C@@H](CN(C)C(=O)CCCN(C)C)[C@@H](C)CN([C@H](C)CO)C(=O)c2cc(NC(=O)CCCN(C)C)ccc2O1 do in these assays?
T cruzi HTS: -20; INS-1E ATP HTS: 4

What do the screens show for `C[C@@H]1CN([C@H](C)CO)C(=O)c2cc(NS(=O)(=O)c3ccccc3)ccc2O[C@@H]1CN(C)Cc1ccc(Cl)c(Cl)c1`?
T cruzi HTS: -8; INS-1E ATP HTS: -2

Results for COc1ccc(S(=O)(=O)Nc2ccc3c(c2)C(=O)N([C@@H](C)CO)C[C@H](C)[C@@H](CN(C)S(=O)(=O)c2cccs2)O3)cc1 ?
T cruzi HTS: 23; INS-1E ATP HTS: 12

Results for C[C@H]1CN([C@@H](C)CO)C(=O)c2cc(NC(=O)Nc3ccc4c(c3)OCO4)ccc2O[C@H]1CN(C)C(=O)Nc1ccc(F)cc1 ?
T cruzi HTS: -8; INS-1E ATP HTS: -4

What do the screens show for `C[C@@H]1CN([C@H](C)CO)C(=O)c2cc(NC(=O)CCN3CCOCC3)ccc2O[C@@H]1CN(C)CC1CCCCC1`?
T cruzi HTS: -1; INS-1E ATP HTS: 0

What do the screens show for `C[C@H](CO)N1C[C@H](C)[C@@H](CN(C)Cc2cccc(C(=O)O)c2)OCc2cn(nn2)CCCC1=O`?
T cruzi HTS: -11; INS-1E ATP HTS: 3

How did C[C@@H]1CN([C@H](C)CO)C(=O)Cc2cc(NC(=O)Cn3cnnn3)ccc2O[C@@H]1CN(C)C do in these assays?
T cruzi HTS: -36; INS-1E ATP HTS: 6

Results for Cc1ccc(S(=O)(=O)N(C)C[C@H]2Oc3c(NS(=O)(=O)c4ccc(Cl)cc4)cccc3C(=O)N([C@@H](C)CO)C[C@@H]2C)cc1 ?
T cruzi HTS: 27; INS-1E ATP HTS: -1

What do the screens show for `Cc1cc(C(=O)Nc2cccc3c2O[C@H](CN(C)S(=O)(=O)c2ccc(Cl)cc2)[C@H](C)CN([C@@H](C)CO)C3=O)n(C)n1`?
T cruzi HTS: 54; INS-1E ATP HTS: 4

What do the screens show for `CNC[C@@H]1Oc2c(NS(=O)(=O)c3ccc(OC)cc3)cccc2C(=O)N([C@H](C)CO)C[C@H]1C`?
T cruzi HTS: -8; INS-1E ATP HTS: 5

How did C[C@H](CO)N1C[C@H](C)[C@@H](CN(C)S(=O)(=O)c2ccccc2)Oc2c(NS(=O)(=O)c3ccc(Cl)cc3)cccc2C1=O do in these assays?
T cruzi HTS: -34; INS-1E ATP HTS: 3

What do the screens show for `COc1ccc(NC(=O)N(C)C[C@@H]2Oc3ccc(NC(=O)NC(C)C)cc3CC(=O)N([C@@H](C)CO)C[C@@H]2C)cc1`?
T cruzi HTS: -9; INS-1E ATP HTS: 1

Results for C[C@H]1CN([C@@H](C)CO)C(=O)Cc2cc(NC(=O)Nc3cccc4ccccc34)ccc2O[C@H]1CN(C)S(=O)(=O)c1ccc(F)cc1 ?
T cruzi HTS: -2; INS-1E ATP HTS: -5

How did Cc1noc(C)c1NC(=O)N(C)C[C@@H]1Oc2ccc(NS(C)(=O)=O)cc2CC(=O)N([C@H](C)CO)C[C@@H]1C do in these assays?
T cruzi HTS: -17; INS-1E ATP HTS: 2

Results for COc1ccc(CN(C)C[C@@H]2Oc3ccc(NC(=O)Cc4ccccc4)cc3CC(=O)N([C@H](C)CO)C[C@H]2C)cc1 ?
T cruzi HTS: 54; INS-1E ATP HTS: 9

What do the screens show for `Cc1ccc(S(=O)(=O)N(C)C[C@@H]2Oc3ccc(NC(=O)Nc4c(C)noc4C)cc3CC(=O)N([C@H](C)CO)C[C@H]2C)cc1`?
T cruzi HTS: -12; INS-1E ATP HTS: 6

How did C[C@H]1CN([C@@H](C)CO)C(=O)CCCn2cc(nn2)CO[C@H]1CN(C)S(=O)(=O)c1cn(C)cn1 do in these assays?
T cruzi HTS: -8

Results for Cc1noc(C)c1NC(=O)Nc1cccc2c1O[C@@H](CN(C)Cc1ccc(C(=O)O)cc1)[C@H](C)CN([C@H](C)CO)C2=O ?
T cruzi HTS: -27; INS-1E ATP HTS: 13

Results for COc1ccc(NC(=O)N(C)C[C@H]2Oc3ccc(NS(=O)(=O)c4ccc(F)cc4)cc3CC(=O)N([C@H](C)CO)C[C@H]2C)cc1 ?
T cruzi HTS: -23; INS-1E ATP HTS: 1

What do the screens show for `COc1ccc(S(=O)(=O)Nc2cccc3c2O[C@H](CN(C)Cc2ccc(-c4ccccc4)cc2)[C@@H](C)CN([C@@H](C)CO)C3=O)cc1`?
T cruzi HTS: 40; INS-1E ATP HTS: -5

How did C[C@H]1CN([C@@H](C)CO)C(=O)Cc2cc(NC(=O)C3CCCCC3)ccc2O[C@H]1CN(C)S(=O)(=O)c1ccccc1 do in these assays?
T cruzi HTS: -10; INS-1E ATP HTS: -3

Results for C[C@@H]1CCCCO[C@H](CN(C)C(=O)CCC(F)(F)F)[C@@H](C)CN([C@H](C)CO)C(=O)c2cc(NC(=O)CCCCCC(=O)Nc3ccccc3N)ccc2O1 ?
T cruzi HTS: 13; INS-1E ATP HTS: -8

What do the screens show for `C[C@@H]1CN([C@H](C)CO)C(=O)Cc2cc(NS(=O)(=O)c3ccc(Cl)cc3)ccc2O[C@H]1CN(C)CC1CC1`?
T cruzi HTS: -24; INS-1E ATP HTS: 1

How did C[C@@H]1CN([C@@H](C)CO)C(=O)c2cccc(NC(=O)C3CCOCC3)c2O[C@H]1CN(C)S(=O)(=O)c1cccs1 do in these assays?
T cruzi HTS: -34; INS-1E ATP HTS: 9

How did Cc1noc(C)c1NC(=O)N(C)C[C@@H]1Oc2c(NC(=O)c3ccncc3)cccc2C(=O)N([C@H](C)CO)C[C@@H]1C do in these assays?
T cruzi HTS: 30; INS-1E ATP HTS: 7

How did C[C@@H]1CN([C@@H](C)CO)C(=O)c2cccc(NC(=O)Nc3ccc(C(F)(F)F)cc3)c2O[C@@H]1CN(C)S(=O)(=O)c1ccccc1 do in these assays?
T cruzi HTS: 15; INS-1E ATP HTS: -53

What do the screens show for `Cc1noc(C)c1S(=O)(=O)Nc1cccc2c1O[C@H](CN(C)Cc1ccncc1)[C@H](C)CN([C@@H](C)CO)C2=O`?
T cruzi HTS: 19; INS-1E ATP HTS: 5

How did CC(C)NC(=O)Nc1ccc2c(c1)C(=O)N([C@@H](C)CO)C[C@@H](C)[C@@H](CN(C)Cc1ccc(Cl)c(Cl)c1)O2 do in these assays?
T cruzi HTS: 10; INS-1E ATP HTS: -7

What do the screens show for `C[C@H](CO)N1C[C@H](C)[C@@H](CN(C)Cc2ccccc2)OCc2cnnn2CCCC1=O`?
T cruzi HTS: 20

Results for O=C(CCCCCCC(=O)Nc1ccccc1O)N/N=C/c1nccs1 ?
T cruzi HTS: 3; INS-1E ATP HTS: 7

Results for C[C@H]1CN([C@@H](C)CO)C(=O)c2cccc(NC(=O)NC3CCCCC3)c2O[C@H]1CN(C)S(=O)(=O)c1ccccc1 ?
T cruzi HTS: -21; INS-1E ATP HTS: -2

What do the screens show for `C[C@@H]1CN([C@H](C)CO)C(=O)Cc2cc(NS(=O)(=O)c3ccc(F)cc3)ccc2O[C@H]1CN(C)Cc1ccc(C(=O)O)cc1`?
T cruzi HTS: -41; INS-1E ATP HTS: 8

How did Cc1noc(C)c1S(=O)(=O)Nc1ccc2c(c1)CC(=O)N([C@H](C)CO)C[C@@H](C)[C@H](CN(C)C(=O)Nc1ccc3c(c1)OCO3)O2 do in these assays?
T cruzi HTS: -18; INS-1E ATP HTS: -1

How did COc1ccc(NC(=O)N(C)C[C@H]2Oc3c(NC(=O)c4cc(C)nn4C)cccc3C(=O)N([C@@H](C)CO)C[C@@H]2C)cc1 do in these assays?
T cruzi HTS: -32; INS-1E ATP HTS: 5

What do the screens show for `COc1ccc(S(=O)(=O)N(C)C[C@H]2Oc3c(NC(=O)c4nc5ccccc5s4)cccc3C(=O)N([C@H](C)CO)C[C@H]2C)cc1`?
T cruzi HTS: 51; INS-1E ATP HTS: 2

How did C[C@@H]1CN([C@H](C)CO)C(=O)c2cc(NC(=O)C3CCCCC3)ccc2O[C@@H]1CN(C)S(C)(=O)=O do in these assays?
T cruzi HTS: 3; INS-1E ATP HTS: 2

What do the screens show for `Cc1noc(C)c1NC(=O)N(C)C[C@H]1Oc2ccc(NC(=O)CCCCCC(=O)Nc3ccccc3N)cc2C(=O)N([C@@H](C)CO)C[C@H]1C`?
T cruzi HTS: -53; INS-1E ATP HTS: 30

Results for Cc1ccc(S(=O)(=O)Nc2cccc3c2O[C@H](CN(C)Cc2ccc(Cl)c(Cl)c2)[C@@H](C)CN([C@@H](C)CO)C3=O)cc1 ?
T cruzi HTS: 32; INS-1E ATP HTS: -3

What do the screens show for `COc1ccc(NC(=O)Nc2ccc3c(c2)C(=O)N([C@H](C)CO)C[C@@H](C)[C@H](CN(C)Cc2ccc(Oc4ccccc4)cc2)O3)cc1`?
T cruzi HTS: 16; INS-1E ATP HTS: -11

Results for C[C@H](CO)N1C[C@H](C)[C@H](CN(C)C(=O)Nc2ccccc2)Oc2ccc(NC(=O)CCC(F)(F)F)cc2CC1=O ?
T cruzi HTS: -44; INS-1E ATP HTS: 30

Compound activity as filed in PubChem.
